SUMO1-SIM PPI – modulators of SUMO1 protein-protein interactions, primary screen, biochemical, uHTS; Small ubiquitin-related modifier 1 (Homo sapiens), P63165; inhibition, % at 20 µM; SUMO1 binding to a labelled peptide, TR-FRET, 1 h; 360,000 tested, 0.33% active; in the data active means inhibition above about 37%
LMPTP inh – LMPTP phosphatase inhibitors, primary screen, biochemical, fluorescence intensity, uHTS. Low molecular weight phosphotyrosine protein phosphatase (Homo sapiens), P24666. recombinant LMPTP-A, OMFP fluorogenic substrate. inhibition, % at 20 µM. 360,000 tested, 0.22% active;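 active means compounds that cut the enzyme signal by at least half of the control window in the single-dose screen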;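 further: plate controls were DMSO wells with enzyme plus substrate for no effect and substrate without enzyme for full effect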
Target sequence (P24666 whole entry, looked up): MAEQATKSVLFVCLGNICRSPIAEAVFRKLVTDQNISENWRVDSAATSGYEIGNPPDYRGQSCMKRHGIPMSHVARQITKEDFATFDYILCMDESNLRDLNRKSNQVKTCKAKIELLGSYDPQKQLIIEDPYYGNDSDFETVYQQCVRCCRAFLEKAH
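test system = LMPTP-A | amount = 0.625 nM LMPTP-A final | reagent = fluorogenic phosphatase substrate OMFP at 400 µM final | incubation = 50 min at room temperature | benchmarks = no-enzyme low control, uninhibited high control | medium = Bis-Tris pH 6.0, DTT, detergent | signal = fluorescence intensity of OMFP turnover product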
MLLE-PAM2 inh – inhibitors of PABP1 MLLE–PAM2 peptide binding, primary screen, biochemical, fluorescence polarization, FITC-PAM2, GST-MLLE; Polyadenylate-binding protein 1 (Homo sapiens), P11940; inhibition, % at 20 µM; 360,000 tested, 0.36% active; in the data active means inhibition above about 35%, passing the limit was not always enough;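 further: plate controls were DMSO wells with GST-MLLE for no effect and wells lacking GST-MLLE protein for full effect; some results filed as inactive read as strong as hits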
Scp-1 inhibitor – Scp-1 phosphatase inhibitors, primary screen, biochemical, colorimetric, uHTS; Carboxy-terminal domain RNA polymerase II polypeptide A small phosphatase 1 (Homo …; Recombinant Scp1, phosphopeptide, malachite green phosphate absorbance; inhibition, % at 20 µM; 340,000 tested, 0.88% active; AID 493091, 2011;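 active means inhibition above about 50% at 20 µM, limit read from the data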;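 further: plate controls were DMSO wells with enzyme for no effect and wells lacking enzyme for full effect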
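System: SCP-1 catalytic domain; Reagent: Phospho 17-mer peptide substrate; Doses: one concentration, 20 µM, with 1.0% DMSO; Incubation: 45 min room-temperature reaction, 5 min colour, 30 min stabiliser; Signal: Phosphate-binding colour reagent, absorbance read at 630 nm.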
STEP inh – STEP phosphatase inhibitors, primary screen, biochemical, fluorescence intensity, uHTS | recombinant STEP, OMFP fluorogenic substrate | Tyrosine-protein phosphatase non-receptor type 5 (Homo sapiens), P54829 | inhibition, % at 20 µM | AID 588621, 2011 | 360,000 tested, 0.25% active;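 active means inhibition at 20 µM, scaled per plate between control wells, above about 37%, limit read from the data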;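 further: 0% = DMSO with enzyme and substrate and 100% = substrate only without enzyme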
Target sequence (P54829 whole entry, looked up): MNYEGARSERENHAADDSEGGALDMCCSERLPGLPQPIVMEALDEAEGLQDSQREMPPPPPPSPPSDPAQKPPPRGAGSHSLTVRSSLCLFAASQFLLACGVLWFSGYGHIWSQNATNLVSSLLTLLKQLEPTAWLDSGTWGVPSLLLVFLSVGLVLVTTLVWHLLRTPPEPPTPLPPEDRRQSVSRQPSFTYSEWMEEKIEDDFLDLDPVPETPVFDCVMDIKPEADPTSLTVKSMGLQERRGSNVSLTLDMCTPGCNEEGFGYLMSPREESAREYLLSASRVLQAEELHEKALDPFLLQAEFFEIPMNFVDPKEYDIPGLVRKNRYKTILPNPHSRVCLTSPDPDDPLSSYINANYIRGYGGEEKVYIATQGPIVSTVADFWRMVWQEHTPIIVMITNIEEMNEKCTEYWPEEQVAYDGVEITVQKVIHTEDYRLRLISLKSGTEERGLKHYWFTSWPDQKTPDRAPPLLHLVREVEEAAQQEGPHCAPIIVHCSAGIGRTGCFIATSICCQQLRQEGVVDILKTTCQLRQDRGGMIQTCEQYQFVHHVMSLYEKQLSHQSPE
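System: STEP phosphatase, cell-free reaction; Buffer or medium: Bis-Tris pH 6.0 buffer with DTT, detergent; Incubation: 20 min at room temperature, dark; Measured by: fluorescence, 480/540 nm.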
NadD block – inhibitors of S. aureus NadD, primary screen, biochemical, colorimetric, uHTS. inhibition, % at 20 µM. 360,000 tested, 0.78% active. purified NadD enzyme, colorimetric absorbance read-out. AID 602399, 2012; in the data active means inhibition above about 26%; further: some compounds past the cut are filed as inactive
CSN inh – inhibitors of CSN-mediated cullin deneddylation, primary screen, biochemical, fluorescence polarization, uHTS. Purified CSN, SCF-Nedd8-OG deneddylation. 360,000 tested, 0.38% active. COP9 signalosome complex subunit 5 (Homo sapiens), Q92905. inhibition, % at 12.5 µM;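 active means pattern-corrected inhibition above about 35%, with an unprinted fluorescence ratio check between 0.5 and 1.5, limit read from the data, passing the limit was not always enough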;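 further: 0% = enzyme with substrate and 100% = substrate without enzyme; some results filed as inactive read as strong as hits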
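Schedule: reaction 90 min, room temperature / Assay system: HEK293T-derived human Csn5 enzyme / Input: Csn5 at 0.24 nM final / Measure: inhibition of Csn5 cleavage, % / Control set: substrate-only high control, full reaction low control / Technique: fluorescence polarization of the substrate / Buffer or medium: Tris/NaCl/DTT buffer, pH 7.5 / Reagent: SCFSkp2-Nedd8OG substrate at 10 nM final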
DNMT1 block – human DNMT1 methyltransferase inhibitors, primary screen, biochemical, molecular beacon, fluorescence, HinP1I cleavage, uHTS. DNA (cytosine-5)-methyltransferase 1 (Homo sapiens), P26358. AID 588458, 2011. inhibition (reported as % activation of signal), % at 10 µM. 360,000 tested, 0.83% active; in the data active means inhibition above about 50%
Rpn11 inh – Rpn11 (PSMD14) deubiquitinase inhibitors, primary screen, biochemical, fluorescence polarization, uHTS; 26S proteasome non-ATPase regulatory subunit 14 (Homo sapiens), O00487; human 26S proteasome, Ub4-pepOG fluorescence polarization; 20S core pre-blocked with epoxomicin; calls only at 20 µM; 360,000 tested, 0.59% active; AID 588493, 2011;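 active means inhibition at 20 µM, scaled to each plate's controls, above about 33%, limit read from the data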
Target sequence (O00487 whole entry, looked up): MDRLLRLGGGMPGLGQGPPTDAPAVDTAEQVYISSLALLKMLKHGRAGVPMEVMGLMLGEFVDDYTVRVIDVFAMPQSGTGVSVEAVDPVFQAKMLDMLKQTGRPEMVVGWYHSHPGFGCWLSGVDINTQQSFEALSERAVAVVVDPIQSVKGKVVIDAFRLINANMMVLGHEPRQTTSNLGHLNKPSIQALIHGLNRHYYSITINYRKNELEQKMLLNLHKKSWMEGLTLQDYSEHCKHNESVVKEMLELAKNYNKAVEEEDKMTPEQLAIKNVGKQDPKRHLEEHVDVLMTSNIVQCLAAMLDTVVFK
TbMetRS inhib – T. brucei MetRS inhibitors, primary screen, biochemical, luminescence | methionyl-tRNA synthetase (Trypanosoma brucei brucei) | purified T. brucei MetRS, ATP depletion, Kinase-Glo luminescence | inhibition, % at 11.9 µM | 360,000 tested, 0.4% active | AID 624268, 2012;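 active means inhibition above a per-plate cutoff of the control wells' mean inhibition plus 3 SD, cut at about 5.5% in these data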;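 further: 0% = DMSO wells median and 100% = median of wells with control inhibitor compound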
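Assay system: T. brucei methionyl-tRNA synthetase, purified | Medium: HEPES buffer with MgCl2, KCl, DTT, spermine, BSA, pyrophosphatase | Compound: 11.9 µM single point | Incubation: 15 min enzyme-compound preincubation, 2 h reaction, 10 min detection, 25 °C | Measured by: Kinase-Glo luciferase luminescence reporting remaining unconsumed ATP | Measure: % inhibition normalized to control-well medians | Replication: Singlicate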
Numbers without * were called inactive; i = inactive; . = not tested or not shown.

#	mol	SUMO1-SIM PPI	LMPTP inh	MLLE-PAM2 inh	Scp-1 inhibitor	STEP inh
1	Cc1ccc(C)c(NC(=O)NNC(=O)c2cc3occc3[nH]2)c1	1	0.3	-4	-9	1
2	COc1ccc(CC(=O)OCC(=O)c2ccc(OC)c(OC)c2)cc1	-2	-1.7	10	-9	-1
3	CC(C)(C)c1ccc(C(=O)NCCC(=O)NC2=NCCS2)cc1	0	1.8	-6	1	2
4	O=C1N[C@@H](Cc2ccccc2)COC(=O)[C@@H](Cc2ccc(F)cc2)CC/C=C/C[C@@H]1CC(=O)N(CCO)Cc1ccccc1	5	-0.3	10	-2	0
5	N#Cc1nc(-c2ccco2)oc1N1CCCC1	-8	-2.0	-4	-1	-1
6	CC(=O)N1CCN(C(=O)CCCNC(=O)c2ccc(Cl)cc2)CC1	-6	-9.5	-4	-5	-2
7	COc1ccccc1CCNC(=O)c1cc(-c2ccncc2)nc2ccc(Br)cc12	-10	14	-10	12	9
8	Cc1ccc(SCC(=O)OC(C)C(=O)NC2CCCCC2C)c(C)c1 (stereo not drawn)	5	1.2	-2	-10	0
9	Cc1cc(C(=O)COC(=O)c2ccc[nH]c2=O)c(C)n1-c1ccc(Br)cc1	-19	2.7	-7	-4	2
10	COc1ccc([C@@H]2CC=C(C(=O)O)[C@H](c3ccc(Cl)cc3)N2S(=O)(=O)c2ccccc2C)cc1	8	0.4	-6	0	-1

#	NadD block	CSN inh	DNMT1 block	Rpn11 inh	TbMetRS inhib
1	-9	-3	4	i	4.1
2	-8	-1	3	i	-0.3
3	2	3	6	i	-0.5
4	-6	-4	-6	i	-0.4
5	3	-1	-1	i	-0.7
6	0	0	0	i	0.8
7	-6	19	50*	i	-0.4
8	-5	-4	3	i	0.0
9	9	2	1	i	-0.6
10	1	-6	0	i	0.4

4 of the compounds above, with bars between the fields:
item | structure | SUMO1-SIM PPI | LMPTP inh | MLLE-PAM2 inh | Scp-1 inhibitor | STEP inh | NadD block | CSN inh | DNMT1 block | Rpn11 inh | TbMetRS inhib
2 | COc1ccc(CC(=O)OCC(=O)c2ccc(OC)c(OC)c2)cc1 | -2 | -1.7 | 10 | -9 | -1 | -8 | -1 | 3 | i | -0.3
4 | O=C1N[C@@H](Cc2ccccc2)COC(=O)[C@@H](Cc2ccc(F)cc2)CC/C=C/C[C@@H]1CC(=O)N(CCO)Cc1ccccc1 | 5 | -0.3 | 10 | -2 | 0 | -6 | -4 | -6 | i | -0.4
5 | N#Cc1nc(-c2ccco2)oc1N1CCCC1 | -8 | -2.0 | -4 | -1 | -1 | 3 | -1 | -1 | i | -0.7
7 | COc1ccccc1CCNC(=O)c1cc(-c2ccncc2)nc2ccc(Br)cc12 | -10 | 14 | -10 | 12 | 9 | -6 | 19 | 50* | i | -0.4

(cont.)
#	mol	SUMO1-SIM PPI	LMPTP inh	MLLE-PAM2 inh	Scp-1 inhibitor	STEP inh
11	CCOc1ccc(NC(=O)C(C)NS(=O)(=O)c2ccc(NC(C)=O)cc2)cc1 (stereo not drawn)	1	-1.7	20	-5	-2
12	CCOC(=O)c1ccccc1NS(=O)(=O)c1ccc(S(=O)(=O)N2CCCC2)cc1	2	1.7	10	19	0
13	O=C(NC1CCSc2ccccc21)c1c(F)cccc1Cl (stereo not drawn)	1	1.1	-9	-10	-1
14	COc1cc(OC)cc(OC(=O)c2cccc(S(=O)(=O)N3CCN(C)CC3)c2)c1	-2	-1.8	-69	-1	1
15	COc1ccc(NC(=S)N2CCc3cc(OC)c(OC)cc3C2)cc1	2	2.3	-117	9	-1
16	CCCCC(O)(CCCC)C(=O)NN(C(=O)OC)c1ccc(C)cc1	1	1.2	17	-4	-2
17	Cc1nc(C(=O)N2CCC(C)(C(=O)NS(=O)(=O)C3CC3)C2)c(C)o1 (stereo not drawn)	-6	0.2	9	.	-1
18	Cc1cccc2cc(CN(Cc3nnnn3C3CCCC3)C3CCCCC3)c(=O)[nH]c12	-11	-0.3	1	-4	1
19	CC(C(=O)Nc1ccccc1F)N1C(=O)c2ccccc2C1=O (stereo not drawn)	-3	-2.6	6	-18	-1
20	Cc1cccc(S(=O)(=O)NC(=O)C2(C)CCN2C(=O)Cc2ccc(C(C)(C)C)cc2)c1 (stereo not drawn)	-3	-2.1	-1	.	-1

#	NadD block	CSN inh	DNMT1 block	Rpn11 inh	TbMetRS inhib
11	-6	-6	-3	i	0.4
12	-6	3	0	i	-0.1
13	-6	-1	2	i	-0.2
14	-5	-1	1	i	-0.7
15	1	0	3	i	0.4
16	-11	2	1	i	-0.6
17	0	0	-6	i	1.2
18	4	-6	-1	i	-0.8
19	-3	-1	1	i	-0.5
20	-9	-3	-2	i	-0.1

Next section.
#	mol	SUMO1-SIM PPI	LMPTP inh	MLLE-PAM2 inh	Scp-1 inhibitor	STEP inh
21	O=C(CSc1nnc2ccccn12)Nc1ccccc1C(=O)O	3	-1.5	6	0	1
22	Cc1ccc(C)c(C(=O)CN2C3=NCCCN3c3ccccc32)c1	3	0.8	1	-1	1
23	COc1cc(S(=O)(=O)NCC2CCCO2)c(OC)cc1Cl (stereo not drawn)	-2	-0.2	13	4	-4
24	O=C(NCCN1CCOCC1)c1cccs1	0	-0.3	-6	-2	0
25	COc1ccccc1Oc1coc2c(CN(C)C)c(O)ccc2c1=O	-2	-1.6	5	1	-4
26	COc1ccc(OC)c(/C=N/NC(=O)c2ccc3nc[nH]c3c2)c1	-9	0.1	1	-13	4
27	O=C(c1ccc2c(=O)n3c(nc2c1)CCC3)N1CCN(S(=O)(=O)c2cccc(F)c2)CC1	4	-0.8	6	-5	0
28	Cc1nnc(SCc2ccc(C(=O)Nc3cc(Cl)ccc3C)cc2)s1	0	-1.0	14	-7	4
29	CCOc1ccc(N=C2C(=O)N(CN3CCOCC3)c3ccccc32)cc1	-12	-0.6	11	1	0
30	N#CCOc1ccccc1CNC[C@H]1O[C@@H](n2cnc(C(N)=O)n2)[C@H](O)[C@@H]1O	3	-2.0	-2	-17	1

#	NadD block	CSN inh	DNMT1 block	Rpn11 inh	TbMetRS inhib
21	-2	-3	3	i	0.8
22	-6	-5	3	i	0.9
23	5	0	5	i	-1.9
24	5	0	-1	i	0.1
25	-8	-2	-6	i	-0.5
26	-3	-3	3	i	0.2
27	1	-5	79*	i	-0.3
28	-8	-12	0	i	-0.4
29	1	-1	-5	i	0.1
30	-1	2	1	i	-0.7

In a second layout: results already given.
nr	structure	SUMO1-SIM PPI	LMPTP inh	MLLE-PAM2 inh	Scp-1 inhibitor	STEP inh	NadD block	CSN inh	DNMT1 block	Rpn11 inh	TbMetRS inhib
29	CCOc1ccc(N=C2C(=O)N(CN3CCOCC3)c3ccccc32)cc1	-12	-0.6	11	1	0	1	-1	-5	i	0.1
22	Cc1ccc(C)c(C(=O)CN2C3=NCCCN3c3ccccc32)c1	3	0.8	1	-1	1	-6	-5	3	i	0.9

The listing continues.
#	mol	SUMO1-SIM PPI	LMPTP inh	MLLE-PAM2 inh	Scp-1 inhibitor	STEP inh
31	COc1cccc(NC(=O)c2cc([N+](=O)[O-])ccc2N2CCN(C)CC2)c1	-26	-0.9	14	-7	-1
32	CC(=O)NCCc1cc2cc(C)c(C)cc2[nH]c1=O	-3	-2.5	2	-4	-2
33	CCNc1nnc(SCC(=O)c2cc(C)n(C3CC3)c2C)s1	0	-0.1	16	7	0
34	COc1ccc(C2=NN(c3nc(C(=O)O)cs3)C(O)(C(F)(F)F)C2)c(OC)c1 (stereo not drawn)	1	-0.5	5	-1	3
35	CC(=O)NC(CC(=O)NC1CCCCC1)c1ccccc1 (stereo not drawn)	0	2.4	-51	0	-4
36	O=C(NCc1ccc(Cl)cc1)c1ccc(CNc2c(N3CCCC3)c(=O)c2=O)cc1	-2	0.0	-2	0	0
37	CCOC(=O)N1CCN(C(=O)COC(=O)CNC(=O)c2ccc(C)cc2)CC1	3	-0.5	13	-8	-2
38	CCOC(=O)N1CCC(N2C(=O)c3ccccc3C2Nc2ccc3c(C)cc(=O)oc3c2)CC1 (stereo not drawn)	5	0.1	0	-11	6
39	CNC(=O)c1nnc(Cc2ccc(F)cc2)o1	2	-0.9	2	-7	-3
40	CCOC(=O)c1sc(NC(=O)CSc2ncn[nH]2)c(C#N)c1C	-2	-40	-62	-6	-1

#	NadD block	CSN inh	DNMT1 block	Rpn11 inh	TbMetRS inhib
31	-5	-1	-1	i	-0.1
32	0	-4	2	i	-1.2
33	-2	-1	-5	i	-0.4
34	4	5	0	i	-0.6
35	6	-13	1	i	-0.2
36	-1	-4	5	i	-0.3
37	-6	1	-1	i	0.0
38	1	2	0	i	0.4
39	-1	3	6	i	-0.4
40	-2	5	-8	i	0.0

(continued)
#	mol	SUMO1-SIM PPI	LMPTP inh	MLLE-PAM2 inh	Scp-1 inhibitor	STEP inh
41	CCCn1cc(S(=O)(=O)CC(=O)Nc2ccc(OCC)cc2)c2ccccc21	-2	-0.5	7	-6	-1
42	Nc1nonc1-n1nnc(C(=O)N/N=C/c2cccnc2)c1CSc1ccccc1	-12	-0.6	15	1	1
43	Cc1oc(-c2ccccc2Cl)nc1CN(Cc1ccccn1)C[C@@H]1CCC(=O)N1	3	-1.6	13	-4	3
44	CCOC(=O)c1c(CN2CCOCC2)oc2ccc(OC(C)=O)cc12	3	0.1	12	-8	-1
45	CC(C)(C)c1cc(CCC(=O)NCc2cccnc2)cc(C(C)(C)C)c1O	-1	-0.7	-3	-2	0

#	NadD block	CSN inh	DNMT1 block	Rpn11 inh	TbMetRS inhib
41	2	2	-3	i	0.3
42	-6	-6	-1	i	-0.1
43	-1	6	0	i	-0.5
44	1	1	0	i	1.2
45	2	-1	2	i	-0.4

Source: PubChem (several laboratories)
